# D1 PAM: enhances dopamine response at the human D1 receptor; potentiation, % at 10 µM; HEK293 TREx D1 cells, calcium flux, dopamine EC20 potentiation; AID 504651; hit rate 0.036% among 360,000; in the data active = potentiation above about 30%; note: 0% is about no effect
# Vif-APOBEC3G blk: Vif-A3G binding inhibition; Q9HC16; HeLa A3G-eYFP + Vif (tagged APOBEC3G with the HIV-1 protein that degrades it), YFP fluorescence, overnight; Potency, µM (series often up to 46.1 µM), inactives show top-dose activity, negative = active, hits mostly inhibitors; hit rate 0.076% among 410,000; AID 602310;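 note: potency is the fitted concentration of half-maximal effect; % is set by controls: 0 for no effect and ±100 for the full control effect; nearly all actives have a fitted effect of over 60% in size; hits raise eYFP signal because A3G escapes Vif-driven loss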
# Target sequence (Q9HC16 whole entry, looked up): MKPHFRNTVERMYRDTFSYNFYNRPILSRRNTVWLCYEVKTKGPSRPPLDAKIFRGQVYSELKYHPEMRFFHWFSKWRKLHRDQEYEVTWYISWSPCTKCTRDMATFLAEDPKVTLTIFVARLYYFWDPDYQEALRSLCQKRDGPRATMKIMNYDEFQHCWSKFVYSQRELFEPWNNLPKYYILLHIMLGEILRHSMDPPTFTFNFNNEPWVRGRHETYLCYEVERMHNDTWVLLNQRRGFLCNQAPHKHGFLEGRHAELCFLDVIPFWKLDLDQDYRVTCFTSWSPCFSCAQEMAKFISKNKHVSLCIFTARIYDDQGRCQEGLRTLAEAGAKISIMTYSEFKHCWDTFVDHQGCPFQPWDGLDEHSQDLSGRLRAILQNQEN
#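 HeLa cells stably expressing Vif and C-terminally eYFP-tagged A3G, seeded overnight at 37 deg C, then exposed to compound by pintool overnight at 37 deg C. Rise in yellow fluorescence (Ex 488/Em 500-530, Acumen) marks blocked Vif-driven A3G degradation.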
# Vif-A3F inh: blocks the Vif interaction with APOBEC3F; HeLa A3F-eYFP + Vif (tagged APOBEC3F with the HIV-1 protein that degrades it), YFP fluorescence increase; Potency, µM (doses to about 46.1 µM), without a hit: top-dose activity, negative = active; hit rate 0.2% among 390,000; AID 602313; note: potency is the fitted concentration of half-maximal effect; % of control where 0% means no effect; nearly all actives have a fitted effect of over 65% in size
#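 HeLa cells stably expressing Vif plus C-terminally eYFP-tagged A3F were seeded, incubated overnight at 37 deg C, dosed with compound, incubated overnight again at 37 deg C. Yellow fluorescence (Ex 488/Em 500-530) reported blocked Vif-mediated A3F-eYFP degradation.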
# D1 agonist: human D1 receptor agonism. activation, % at 2 µM. hit rate 1% among 360,000. AID 504660. HEK293 T-REx D1 cells, calcium flux, agonist mode; in the data active = activation above about 30%; note: 0% is about no effect
#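 Tetracycline-induced HEK293 TREx D1 cells, force-coupled to calcium signalling, were dye-loaded with a no-wash calcium kit. Compound was pin-added after a 10 s baseline. Fluorescence was read kinetically at 1 cycle/s for 180 s, with calcium rises flagged as agonism.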
# D1 antag: blocks dopamine activation of the human D1 receptor; HEK293 TREx D1 cells, calcium flux, dopamine EC80; stronger effect = lower value; P21728; hit rate 3.2% among 360,000; activity change, negative = inhibition, % at 10 µM; in the data active = activity change below about -30%; note: % is set by controls: 0 for no effect and ±100 for the full control effect
#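 Tetracycline-induced HEK293 T-REx cells with force-coupled D1 receptor were loaded with a no-wash calcium dye. Compound was added after a 10 s baseline and read kinetically for 180 s; EC80 dopamine was then added and calcium flux followed another 180 s.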
# D2 PAM: D2 dopamine receptor (human) potentiation. P14416. HEK293 T-REx D2, calcium flux, EC20 dopamine potentiation. potentiation, % at 10 µM. hit rate 0.34% among 340,000;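 active = potentiation over 3 SD above the plate norm, cut at about 30% in these data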; note: 0% is about no effect
# Target sequence (P14416 whole entry, looked up): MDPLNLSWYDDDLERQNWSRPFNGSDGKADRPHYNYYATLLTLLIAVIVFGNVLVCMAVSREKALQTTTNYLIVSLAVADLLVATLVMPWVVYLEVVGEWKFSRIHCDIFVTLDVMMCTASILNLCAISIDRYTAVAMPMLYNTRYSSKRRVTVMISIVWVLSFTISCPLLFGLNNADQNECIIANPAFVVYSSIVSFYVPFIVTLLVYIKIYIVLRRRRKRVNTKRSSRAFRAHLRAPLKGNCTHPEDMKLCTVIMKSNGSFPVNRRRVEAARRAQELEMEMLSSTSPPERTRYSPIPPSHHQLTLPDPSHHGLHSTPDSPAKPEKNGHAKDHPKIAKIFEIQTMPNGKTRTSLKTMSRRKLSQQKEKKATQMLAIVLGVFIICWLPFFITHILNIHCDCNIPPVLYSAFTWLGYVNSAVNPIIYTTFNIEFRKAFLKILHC
#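 Primary screen. Calcium kinetics in induced HEK293 T-REx D2 cells: compound pre-addition 180 s, EC20 dopamine, 180 s more.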
# Glioma ERSR ind: induces the endoplasmic reticulum stress response in human glioma cells; Potency, µM, for inactives: top-dose activation, actives largely listed as activators; U87-MG GRP78 promoter luciferase reporter, 16 h; hit rate 0.02% among 420,000; note: potency is the fitted concentration of half-maximal effect; series mostly up to about 76 µM; % of control where 0% means no effect; nearly all actives have a fitted effect of over 35% in size
#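 Stably transfected U87-MG glioma cells carrying a GRP78-based luciferase sensor; 16 h compound incubation. Luminescence end-point read 10 min after Bright-Glo addition at room temperature.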
# LDHA block: blocks human lactate dehydrogenase A | activity change, % (values are at about 110 or 230 µM) | hit rate 0.15% among 480,000 | AID 1347041 | purified LDHA, NADH/diaphorase-resazurin fluorescence; stronger effect = lower value; in the data active = activity change below about -30%; inconclusive = mostly about -25% to -30%;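 note: plate controls were DMSO wells for no effect and wells without enzyme for full effect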
#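 Human LDH5 (2 nM) was incubated with 0.06 mM NADH and 0.2 mM pyruvate for 5 min at room temperature in Tris pH 7.4. Remaining NADH was coupled through diaphorase/resazurin, and resorufin fluorescence was read at 0 and 20 min.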
# RXFP1 ag: activates the human relaxin receptor RXFP1; Q9HBX9; HEK293T-RXFP1 cAMP TR-FRET, 30 min; response scale: percent of porcine relaxin response, buffer zero; Potency, µM (titrated, usually from 57.5 µM), without a hit: at the top dose activation, most hits filed as activators; hit rate 0.3% among 370,000; AID 2676; note: potency is the fitted concentration of half-maximal effect; % is set by controls: 0 for no effect and ±100 for the full control effect; nearly all actives have a fitted effect of over 60% in size; many of its hits are not listed in these tables
#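 cAMP rise read by TR-FRET after 30 min, 37C compound exposure (up to 58 uM) in RXFP1-transfected HEK293 cells with Ro 20174 present. EC50 from Hill-equation fits, with 29 nM porcine relaxin as 100% and buffer as basal.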
# An asterisk follows results filed as active; ? = inconclusive; / = no result given; & = joins results of further samples. Unless noted, calls come from the whole dose curve; as a rule, active = well fitted curve in the direction sought with a large enough effect; inconclusive = small, poorly fitted or top-dose-only effect, or another doubt; inactive = no such curve, though single readings can be large; an effect the other way counts as inactive or inconclusive.
compound	D1 PAM	Vif-APOBEC3G blk	Vif-A3F inh	D1 agonist	D1 antag	D2 PAM	Glioma ERSR ind	LDHA block	RXFP1 ag
Cc1cccc(OCC(=O)Nc2nccs2)c1C	1	0%	3%	3	6	-8	-10%	0	-1.6%
CCN(CC(=O)NCc1cccs1)C(=O)c1cccc(S(=O)(=O)N(CC)c2ccccc2)c1	/	0%	-4%	/	/	/	-1%	-5&3	/
CCOC(=O)Cc1csc(NC(=O)CN2C(=O)c3ccccc3S2(=O)=O)n1	0	2%	0%	-1	6	1	-3%	-7	1.0%
COc1ccc(OC(=O)c2cccc([N+](=O)[O-])c2)c(C(=O)/C=C/c2cccs2)c1	3	-26%	-13%	2	-8	-3	?	-7	1.5%
Cc1c(C#N)c(=O)c(-[n+]2ccccc2)c([S-])n1-c1ccc(Cl)cc1	-1	-3%	-1%	3	14	-4	1%	1	2.7%
CC(C)(C)OC(=O)CNC(=O)c1[nH]cnc1C(=O)NC1CCN(C(=O)OC(C)(C)C)CC1	0	-8%	5%	22	4	-26	1%	0	-0.6%
CCc1ccc(NC(=O)CS(=O)CC(=O)Nc2ccc(F)cc2F)cc1 (stereo not given)	6	1%	5%	2	-1	5	-3%	-8	-1.9%
COCCC(=O)N1CCC(C(=O)Nc2ccc(Oc3ccccc3)nc2)CC1	-6	1%	5%	3	7	-9	5%	-10	0.3%
NCCCCCc1nnc(SCc2ccccc2Cl)o1	-10	1%	6%	7	-13	-9	-15%	-11	-0.8%
CCc1c(C)sc2c1CCN(C(=O)Nc1ccccc1C(F)(F)F)C2c1ccccc1 (stereo not given)	0	3%	0%	9	5	-6	-2%	-2	0.4%
O/N=C/c1ccn(-c2ccc(Br)cc2)c1	-4	2%	-4%	-1	3	5	8%	-6	1.0%
O=C(N=C1c2ccccc2CN1c1ccc(F)c(Cl)c1)c1cccnc1Cl	0	/	/	-1	8	/	/	/	0.1%
O=C1NC[C@H](Cc2ccc(O)cc2)N(CCc2cccc3ccccc23)C1=O	-2	4%	4%	4	-7	8	-1%	-1	-2.4%
Cc1ccc(S(=O)(=O)NC2(C(=O)O)CCCCC2)cc1	-2	0%	7%	-1	/	14	-1%	-5	-0.4%
N#CCC(=O)Nc1ccc(C(=O)OCC(=O)c2ccc3c(c2)OCCO3)cc1	-1	-6%	?	15	4	-4	-1%	-14	6.7%
CC(C)Oc1cccc(C(=O)C2CCCN(Cc3cnc(N4CCOCC4)s3)C2)c1 (stereo not given)	-1	2%	-14%	5	22	-1	-2%	-4	2.0%
CC1CCN(C(=O)c2cc3c(=O)n(C)c4cc(Cl)ccc4c3s2)CC1	0	1%	-7%	5	3	16	-2%	0	-1.9%
Cc1cc(C)c(NC(=O)Nc2ccc3snnc3c2)c(C)c1	-3	-6%	-4%	29	-29	7	-4%	-3	-0.5%
COc1ccc(NC(=O)COC(=O)CNC(=O)c2cc(OC)c(OC)c(OC)c2)cc1	-8	2%	-1%	1	-12	-2	-4%	-3	2.6%
O=C1CC(c2ccncc2)c2cc3c(cc2N1)OCCO3 (stereo not given)	1	-6%	0%	2	13	-7	-6%	-3	2.8%
COC(CNC(=O)c1cccc2c1C(=O)N(Cc1cccnc1)C2)OC	-4	-1%	6%	2	0	0	-5%	2	3.5%
O=C(Nc1ccc(Cl)cn1)Nc1cccs1	-6	-1%	-9%	6	4	-3	2%	0	0.2%
COC(=O)c1ccccc1NC(=O)Cn1c(=O)n(CCCC(=O)NCc2ccccc2OC)c(=O)c2ccccc21	-1	1%	-1%	-2	-6	8	-3%	-2	11%
CCCCN(C)CCNC(=O)C(NC(=O)C1CCC(C)CC1)C(C)C (stereo not given)	-4	5%	13%	-1	-4	/	-1%	-7	1.0%
CC(C)CN(C(=O)COC(=O)c1ccc([N+](=O)[O-])s1)c1c(N)n(Cc2ccccc2)c(=O)[nH]c1=O	-2	?	?	1	7	11	-5%	-4	1.0%
CN(Cc1ccccc1)C(=O)c1ccc2c(c1)S(=O)(=O)N=C1CCCCCN12	/	3%	-4%	/	/	/	-6%	-9	/
O=C(NCCCN1CCCCC1)C1CCN(c2ncnc3c2nc2n3CCCCC2)CC1	1	0%	-1%	3	7	-3	1%	0	27%
Cc1c(C(=O)N2CCCC2)c(S(=O)(=O)NCCc2ccccc2)c(C)n1C	-7	6%	2%	3	4	-3	2%	-1	-1.3%
Cc1cc(NC(=S)N(Cc2ccc(Br)cc2)Cc2ccc(C(=O)O)cc2)ccc1Cl	-1	-3%	-15%	2	-24	4	5%	-16	2.4%
Nc1nc2ccccc2[nH]1	1	-5%	0%	3	5	-15	2%	-15	-4.2%

# Reprinted from the entries so far (2 entries):
compound	D1 PAM	Vif-APOBEC3G blk	Vif-A3F inh	D1 agonist	D1 antag	D2 PAM	Glioma ERSR ind	LDHA block	RXFP1 ag
Cc1cc(NC(=S)N(Cc2ccc(Br)cc2)Cc2ccc(C(=O)O)cc2)ccc1Cl	-1	-3%	-15%	2	-24	4	5%	-16	2.4%
Nc1nc2ccccc2[nH]1	1	-5%	0%	3	5	-15	2%	-15	-4.2%

# Carrying on.
compound	D1 PAM	Vif-APOBEC3G blk	Vif-A3F inh	D1 agonist	D1 antag	D2 PAM	Glioma ERSR ind	LDHA block	RXFP1 ag
Cc1ccccc1OCC(=O)Nc1nnc(C2CCCC2)s1	-4	4%	3%	6	9	4	-6%	0	3.1%
CCn1c(COc2ccc(=O)n(-c3ccccc3)n2)nnc1SCC(=O)OC	3	0%	5%	3	-2	6	-4%	-3	0.0%
CC(C)NC(=S)NN=C1c2ccccc2-c2ccccc21	-3	1%	10%	-4	23	-5	-6%	-4	-1.2%
CC1CCC(C(=O)NC(C(=O)OCC(=O)c2ccc(Br)cc2)C(C)C)CC1 (stereo not given)	-4	2%	7%	12	-6	-17	-5%	-1	1.8%
CC1(C)C(=O)Nc2ccccc2N1C(=O)COC(=O)Cc1ccccc1F	/	0%	-2%	/	/	/	-5%	-2	/
CC(C)(Oc1ccc(Cl)cc1)C(=O)N1CCN(c2ccccn2)CC1	-6	-2%	-6%	2	-9	2	-1%	-6	0.6%
COC(=O)C1=C(N)Oc2cc(C)n(Cc3ccccc3)c(=O)c2C1c1ccccc1 (stereo not given)	0	0%	-3%	3	-17	15	8%	0	-1.4%
CCCSc1nnc2n(Cc3ccccc3)c(=O)c3c4c(sc3n12)CCC4	-1	/	/	1	-7	-2	/	/	-0.2%
O=C(COc1ccc(Br)cc1)Nc1ccccc1N1CCCC1	5	-6%	-2%	2	3	6	-4%	1	2.8%
c1ccc2c(c1)NC1(CCCCCC1)n1c-2nc2ccccc21	0	-4%	-3%	-3	15	-8	7%	-10	3.0%
O=c1[nH]c(/C(Cl)=C/c2cc(Cl)ccc2O)nc2cc(Cl)ccc12	-2	?	-8%	11	-4	-3	-2%	-11	2.9%
COc1ccc(C2=NN(C(=O)c3ccccc3)C(c3ccccc3)C2)c(O)c1 (stereo not given)	-1	-6%	-18%	3	4	14	-1%	1	-2.2%
CCOC(=O)c1ccccc1OC(=O)NNc1ccccc1	/	-9%	-4%	/	/	/	0%	11	/
S=C(NCc1ccc2c(c1)OCO2)Nc1ccc2nsnc2c1	-7	0%	-6%	34*	-33*	-7	-1%	16	25%
O=C(NCCc1cccc(Cl)c1)c1cc2ccccc2oc1=O	-1	0%	-6%	5	6	0	0%	-6	15%
COc1ccc(CCNC(=O)CCc2cc(OC)c(OC)c(OC)c2)cc1OC	6	1%	-6%	3	-2	12	-3%	-7	0.1%
Cc1ccc(C(=O)OC2CCOC2=O)cc1NC(=O)c1ccco1 (stereo not given)	-5	1%	-6%	0	-17	-10	-3%	-4	1.7%
COc1cc(OC)c(NC(=O)Nc2sc3nc4n(c(=O)c3c2C)CCC(C)CC4)cc1Cl (stereo not given)	-6	-2%	-4%	0	-7	-9	-3%	-4	2.1%
Cc1ccc(C(=O)NC2CCN(C#N)CC2)cc1	-6	/	/	0	-16	/	/	-12	/
COC(=O)c1cc(O)c(O)c(O)c1	-2	4%	4%	-3	-12	3	2%	10	0.1%
Cc1ccc(NC(=O)c2cc(C)nc3ccccc23)c(Br)c1	-17	0%	5%	0	-5	-7	-2%	-9	-3.1%
COc1ccc(OC)c(C2C=C(C34CC5CC(CC(C5)C3)C4)NC(=S)N2)c1 (stereo not given)	6	0%	-1%	0	20	15	-2%	0&6	4.7%
CCCCOC(=O)C1=C(C)NC(=O)NC1c1cccc([N+](=O)[O-])c1 (stereo not given)	-1	1%	1%	5	1	0	-2%	-16	2.5%

# Some of these compounds in order of heavy-atom count, highest first.
compound	D1 PAM	Vif-APOBEC3G blk	Vif-A3F inh	D1 agonist	D1 antag	D2 PAM	Glioma ERSR ind	LDHA block	RXFP1 ag
COc1cc(OC)c(NC(=O)Nc2sc3nc4n(c(=O)c3c2C)CCC(C)CC4)cc1Cl (stereo not given)	-6	-2%	-4%	0	-7	-9	-3%	-4	2.1%
c1ccc2c(c1)NC1(CCCCCC1)n1c-2nc2ccccc21	0	-4%	-3%	-3	15	-8	7%	-10	3.0%
CC(C)NC(=S)NN=C1c2ccccc2-c2ccccc21	-3	1%	10%	-4	23	-5	-6%	-4	-1.2%

# One compound at a time, from the list above.
# COc1ccc(OC)c(C2C=C(C34CC5CC(CC(C5)C3)C4)NC(=S)N2)c1 (stereo not given) in the list: D1 PAM = 6; Vif-APOBEC3G blk = 0%; Vif-A3F inh = -1%; D1 agonist = 0; D1 antag = 20; D2 PAM = 15; Glioma ERSR ind = -2%; LDHA block = 0&6; RXFP1 ag = 4.7%
# O=C(COc1ccc(Br)cc1)Nc1ccccc1N1CCCC1 in the list: D1 PAM = 5; Vif-APOBEC3G blk = -6%; Vif-A3F inh = -2%; D1 agonist = 2; D1 antag = 3; D2 PAM = 6; Glioma ERSR ind = -4%; LDHA block = 1; RXFP1 ag = 2.8%

# Screening data from PubChem.

# This is a subset; rates above refer to the full screens.
